# All columns: NCI-60 one-dose screen, growth in % after 48 h at 10 µM unless noted; 100 = growth as untreated, 0 = no growth, -100 = all killed.
# SF-539 = SF-539 CNS cancer | actives 6.8% (n = 81,000)
# SNB-19 = SNB-19 CNS cancer cells; actives 2.5% (n = 81,000); AID 1794751
# SNB-75 = SNB-75 CNS cancer. actives 5% (n = 79,000). AID 1794750
# KM12 = KM12 colon cancer cells. actives 5% (n = 82,000). AID 1794800
# SF-295 = SF-295 CNS cancer cells | actives 5.6% (n = 79,000) | AID 1794758
# SF-268 = SF-268 CNS cancer cells; actives 3.1% (n = 82,000)
# SW-620 = SW-620 colon cancer; actives 5.2% (n = 82,000); AID 1794795
# HT29 = HT29 colon cancer; AID 1794748; actives 7.4% (n = 81,000)
# HCC-2998 = HCC-2998 colon cancer. actives 4.7% (n = 79,000). AID 1794799
# The depositor's hits bear a star; . = no result given; & = joins results of further samples; ! = a repeat was not active. How the source made its calls: active means growth percent below 10; inactive means the rest.
No.	molecule	SF-539	SNB-19	SNB-75	KM12	SF-295	SF-268	SW-620	HT29	HCC-2998
1	NS(=O)(=O)Oc1ccc(NC(=O)c2ccncc2)cc1	102	103	105	109	99	111	103	107	98
2	O=C1NC(=O)/C(=C/c2ccc3nccc(-c4ccncc4)c3c2)S1	-61*	-27*	-46*	1.4*	-48*	-11*	1.4*	-51*	.
3	Cc1cc(N=NC(=N)N)ccc1NN=C(N)N	105	94	81	115	.	109	95	106	117
4	Cc1ccc(S(=O)(=O)Nc2c(Br)cc(Br)cc2C(N)=O)cc1	101	90	.	111	97	109	102	128	106
5	COc1cc2c3c(n(C4COC4)c(=O)c2cc1OC)-c1cc2c(cc1C3=O)OCO2	95	93	86	96	94	100	87	90	103
6	CC(C)=CC(=O)OC(=O)C=C(C)C	105	104	90	102	111	103	110	111	117
7	Cc1cc(NS(=O)(=O)c2ccc(NCc3nc4ccccc4c(=O)[nH]3)cc2)no1	97	100	87	.	104	105	99	107	122
8	Cc1nn(-c2ccccc2)c2nc(Cl)c(/C=C/C(=O)c3ccccc3)c(-c3ccc(Cl)cc3)c12	.	100	125	109	106	108	99	92	97
9	CN1CCN(c2ccc(Nc3nc(N4CCN(S(=O)(=O)c5ccc(Cl)cc5)CC4)c4sccc4n3)cc2)CC1	-100*	28	67	-15*	-78*	53	-52*	-51*	-8.6*
10	Cc1c(Cc2ccccc2)c(=O)oc2c(C)c(OCc3n[nH]c(=S)o3)ccc12	92	86	71	43	77	76	-7.7*	87	95
11	O=S(=O)(SC(S(=O)(=O)c1ccccc1)S(=O)(=O)c1ccccc1)c1ccccc1	94	95	85	132	106	109	98	101	95
12	COc1ccc(C(=O)COc2ccc3c(c2)O/C(=C\c2ccccc2)C3=O)cc1	108	.	84	111	110	115	106	101	107
13	CC1=C2[C@@H](CC1)[C@]1(C)O[C@@](C3CCCCC3)(C[C@H]1O)[C@H]2OC(=O)/C=C/c1ccccc1	94	90	80	92	93	93	96	80	106
14	Cc1ccc2nc(Cl)c(/C=C3\SC(=O)NC3=O)cc2c1	98	90	86	94	97	95	102	94	98
15	Cc1cnc(C)c(NS(=O)(=O)c2ccc(NC3=C(I)C(=O)c4ncccc4C3=O)cc2)n1	95	102	77	108	99	89	86	111	102
16	C=CCc1c(N(C)c2ccccc2)ncnc1-n1c(C)nc2ccccc21	105	112	91	97	101	99	106	91	96
17	Cc1nn2c(-c3nc4cc(Cl)c(F)cc4[nH]3)c(-c3ccc(F)cc3)nc2s1	.	93	86	82	88	89	100	84	101
18	COc1cc(/C=N/n2cnc3oc(-c4ccccc4)cc3c2=N)ccc1O	85	102	66	82	99	95	109	102	99
19	CCOC(=O)c1c(N)c(C#N)cn1-c1cc(OC)ccc1OC	94	94	91	99	102	101	102	104	98
20	Cc1nc2ccccc2[nH]1	107	103	115	105	90	106	100	112	105
21	N#CC1=C(N)Oc2c(c(=O)[nH]c3ccc(Br)cc23)C12C(=O)c1ccccc1C2=O	92	102	90	97	103	98	88	102	100
22	COc1ccc2nc(-c3ccc(OC)c(OC)c3)cc(-c3nnc(SCC(=O)c4ccccc4)o3)c2c1	98	103	105	102	90	102	92	80	88
23	Cc1cc(O)c(O)cc1SC1=NC(O)C(CN)=C(C(C)C)N1 (configuration not stated)	111	109	96	98	102	96	115	100	103
24	O=c1oc2c(O)cc(O)cc2cc1-c1ccccc1	95	92	87	99	92	95	93	104	114

# Individual results from the entries so far.
# Entry for compound 13 under SF-539: 94
# Entry for compound 24 under SF-539: 95

# Other compounds follow:
No.	molecule	SF-539	SNB-19	SNB-75	KM12	SF-295	SF-268	SW-620	HT29	HCC-2998
25	C[N+](C)(CCOC(c1ccccc1)c1ccccc1)CC(=O)OCc1ccccc1	105	106	76	100	103	106	108	101	106
26	CC1C2=C(Nc3ccccc3N1C(=O)C1CCC1)C(C)(C)N(C)C2=O (configuration not stated)	99	100	80	108	86	101	107	109	101
27	COc1ccc(/C=C/C=C\C(=O)c2ccc(-n3ccnc3)cc2)cc1	98	88	91	93	100	96	98	93	100
28	N=c1c2ccccc2nnn1-c1cccc(C(F)(F)F)c1	103	99	70	.	72	72	94	33	.
29	NC(=O)c1ncn([C@@H]2O[C@H](CO)[C@@H](O)[C@H]2O)n1	.	.	.	100	.	.	72	52	88
30	COc1ccccc1S(=O)(=O)Nc1ccc(-c2nnc3n2CCCCC3)cc1	101	106	113	117	109	122	107	112	122
31	CC(=O)N1N=C(c2ccc(Nc3nc(Nc4ccc(F)cc4)nc(Nc4ccc(Cl)cc4)n3)cc2)CC1c1ccco1 (configuration not stated)	64	85	67	71	63	78	94	65	98
32	CCCCN(CCCC)C(=N)c1ccnc2ccccc12	113	115	.	.	94	103	100	89	102
33	CN1C2CCC1/C(=C\c1ccc(Cl)cc1)C(=O)/C2=C/c1ccc(Cl)cc1	91	64	72	54	77	61	58	47	112
34	O=[N+]([O-])c1ccc(OCCOc2ccc([N+](=O)[O-])cc2)cc1	102	100	93	100	96	104	103	101	95
35	Cc1cc2ccccc2c[n+]1CC[n+]1cc2ccccc2cc1C	119	108	104	110	108	100	102	110	101
36	COC(=O)c1ccc2ccccc2c1	97	99	95	105	96	105	102	102	100

# Entries above with a cyano group, in the order listed:
No.	molecule	SF-539	SNB-19	SNB-75	KM12	SF-295	SF-268	SW-620	HT29	HCC-2998
19	CCOC(=O)c1c(N)c(C#N)cn1-c1cc(OC)ccc1OC	94	94	91	99	102	101	102	104	98
21	N#CC1=C(N)Oc2c(c(=O)[nH]c3ccc(Br)cc23)C12C(=O)c1ccccc1C2=O	92	102	90	97	103	98	88	102	100

# 15 structures from above, sorted by molecular weight, ascending.
No.	molecule	SF-539	SNB-19	SNB-75	KM12	SF-295	SF-268	SW-620	HT29	HCC-2998
20	Cc1nc2ccccc2[nH]1	107	103	115	105	90	106	100	112	105
36	COC(=O)c1ccc2ccccc2c1	97	99	95	105	96	105	102	102	100
29	NC(=O)c1ncn([C@@H]2O[C@H](CO)[C@@H](O)[C@H]2O)n1	.	.	.	100	.	.	72	52	88
24	O=c1oc2c(O)cc(O)cc2cc1-c1ccccc1	95	92	87	99	92	95	93	104	114
28	N=c1c2ccccc2nnn1-c1cccc(C(F)(F)F)c1	103	99	70	.	72	72	94	33	.
34	O=[N+]([O-])c1ccc(OCCOc2ccc([N+](=O)[O-])cc2)cc1	102	100	93	100	96	104	103	101	95
35	Cc1cc2ccccc2c[n+]1CC[n+]1cc2ccccc2cc1C	119	108	104	110	108	100	102	110	101
19	CCOC(=O)c1c(N)c(C#N)cn1-c1cc(OC)ccc1OC	94	94	91	99	102	101	102	104	98
23	Cc1cc(O)c(O)cc1SC1=NC(O)C(CN)=C(C(C)C)N1 (configuration not stated)	111	109	96	98	102	96	115	100	103
27	COc1ccc(/C=C/C=C\C(=O)c2ccc(-n3ccnc3)cc2)cc1	98	88	91	93	100	96	98	93	100
26	CC1C2=C(Nc3ccccc3N1C(=O)C1CCC1)C(C)(C)N(C)C2=O (configuration not stated)	99	100	80	108	86	101	107	109	101
30	COc1ccccc1S(=O)(=O)Nc1ccc(-c2nnc3n2CCCCC3)cc1	101	106	113	117	109	122	107	112	122
25	C[N+](C)(CCOC(c1ccccc1)c1ccccc1)CC(=O)OCc1ccccc1	105	106	76	100	103	106	108	101	106
22	COc1ccc2nc(-c3ccc(OC)c(OC)c3)cc(-c3nnc(SCC(=O)c4ccccc4)o3)c2c1	98	103	105	102	90	102	92	80	88
31	CC(=O)N1N=C(c2ccc(Nc3nc(Nc4ccc(F)cc4)nc(Nc4ccc(Cl)cc4)n3)cc2)CC1c1ccco1 (configuration not stated)	64	85	67	71	63	78	94	65	98

# More records follow:
No.	molecule	SF-539	SNB-19	SNB-75	KM12	SF-295	SF-268	SW-620	HT29	HCC-2998
37	Nc1cc(Cl)c(F)cc1Cl	100	104	91	109	103	106	98	103	101
38	O=C(Nc1ccc(F)cc1)Nc1ccc(NC(=O)c2cc(Cl)nc3ccccc23)cc1	36	50	67	58	65	68	65	65	51
39	COc1cccc(-c2nc3ccc(C(=O)NN4C(=O)c5ccccc5C4=O)cc3[nH]2)c1	94	91	100	102	92	101	107	102	112
40	CCOC(=O)C1=C(C)N=C2Sc3ccccc3N2C1c1cn(-c2ccccc2)nc1-c1ccc(Cl)cc1 (configuration not stated)	95	96	76	85	91	90	96	87	92
41	O=C(/C=C/c1ccc(Cl)cc1)c1ccc(NC(=O)c2ccccc2CN2C(=O)c3ccccc3C2=O)cc1	103	95	86	102	92	96	99	103	110
42	N#CCc1nc2ccccc2s1	90	99	75	104	131	108	92	.	89
43	O=C(O)c1cc(-c2ccccc2)nc2ccc(Cl)cc12	97	105	80	100	100	96	100	84	105
44	CC(C)c1cccc(C(C)C)c1NC(=O)Nc1ccc(Cl)cc1Cl	104	92	97	102	.	91	92	80	105
45	COc1ccc(NC(=O)CSc2nnc(-c3cc(-c4ccc(OC)cc4)nc4ccccc34)n2-c2ccccc2)cc1	100	102	92	105	103	101	104	103	106
46	Cc1cc(-c2ccc(Cl)cc2)n(Cc2nnc(SCC(=O)Nc3ccc(S(N)(=O)=O)cc3)n2-c2ccc([N+](=O)[O-])cc2)n1	97	85	129	80	73	96	85	91	98
47	CCN(CC)CCCC#CCN1CCOCC1	92	107	94	104	88	105	102	93	98
48	Cn1c(O)c(/C=C2\C=Nc3ccccc32)n(C)c1=N	96	100	85	91	97	97	106	75	104
49	O=C(OCCNC1CCCCC1)c1ccccc1O	106	110	98	110	116	104	102	105	100
50	NC(=S)NC(=S)Nc1ccccc1	100	93	86	99	94	104	126	105	104
51	COc1ccc(CN2C(=O)CSC2c2ccccc2Cl)cc1OC (configuration not stated)	97	90	94	99	75	110	104	88	93
52	O=C(O)CCC1C(=O)NC(=O)CC1c1ccccc1 (configuration not stated)	102	89	101	101	104	102	97	95	101
53	Cc1cc(O)cc(C)c1O	111	104	112	106	.	109	93	112	114
54	CC(=O)NC1(C(=O)O)CCCC1	104	.	102	119	110	111	103	116	138
55	COCCOc1cc2ncnc(N3CCN(c4cc(S(C)(=O)=O)c(C)cc4Cl)CC3)c2cc1OCCOC	92	97	99	93	91	92	110	94	100
56	O=[N+]([O-])c1ccc(OCCCOc2ccc(S(=O)(=O)Cl)cc2)c(Cl)c1	98	106	82	112	100	94	103	110	113
57	Fc1ccc(CNc2c3ccccc3nc3ccccc23)c(F)c1	32	41	81	60	40	69	30	22	41
58	CCN(CC)CCN=Cc1ccccc1OC	92	105	88	109	97	113	106	111	106
59	COc1ccc(-c2nnc(/N=C3/C(=O)Nc4ccc(Br)cc43)o2)cc1	98	98	90	90	99	99	100	113	115
60	O=c1nc(N2CCOCC2)oc2ccc(-c3cccc4c3sc3ccccc34)cc12	100	95	89	100	99	103	95	113	118
61	N/N=C(\c1ccccc1)c1ccc(Cl)cc1	101	104	97	116	100	110	101	101	112
62	OC1CCC(C2CCCCC2)CC1 (configuration not stated)	119	101	99	102	106	94	99	95	101
63	COC(=O)c1cc(NC(=O)OCc2ccccc2)nn1C	125	98	96	102	120	105	96	92	110
64	COc1cc2c(cc1OC)C(Sc1ccc(F)cc1)c1c(nc(N)c(C#N)c1N)O2 (configuration not stated)	-91*	-83*	53	-63*	-75*	-38*	-17*	5.1*	-86*
65	Clc1ccc2c(N3CCN(c4ccnc(NC5CCCCC5)n4)CC3)ccnc2c1	54	.	66	35	39	72	34	3.2*	29
66	O=C(O)c1cc(-c2cc(C(=O)O)c3ccccc3n2)ccc1O	112	105	90	103	120	103	101	102	92
67	O=C(CC(=O)Nc1ccc(Oc2ncnc3scc(Nc4n[nH]c(=S)s4)c23)cc1)Nc1ccc(Br)cc1	104	100	96	.	112	99	101	112	112
68	O=S(=O)(NCCCNc1nccc(-c2c(-c3cccc(F)c3)nc3occn23)n1)c1ccc(C(F)(F)F)cc1	107	104	88	93	101	77	109	69	135
69	CNc1ccc2nc3ccc(=[N+](C)C)cc-3sc2c1	-16*	-5.3*	-53*	14&18	8.0*	2.8*	2.6*	9.9*!	34&32
70	Nc1nc(NCc2ccccc2)c2c(n1)[nH]c1cc(Cl)c(O)cc12	86	112	65	87	86	63	66	86	90
71	Cc1cccc(C)c1[C@H]1C[C@@](C)(O)[C@@H]2CC[C@@H](C)C[C@H]2O1	95	106	95	100	97	102	104	106	101
72	CC1(C)Cc2c(cn(Cc3ccccc3)c2-c2ccccc2)-c2oncc21	107	110	103	105	100	107	96	80	104
73	O=Cc1ccc(C2NCCc3c2[nH]c2ccccc32)cc1 (configuration not stated)	103	100	78	107	101	101	89	99	104
74	CC(C)=CC(=O)N[C@@H]1CC2CCC3C(CC[C@@]4(C)C3CC[C@@H]4C(C)N(C)C)[C@@]2(C)C[C@@H]1O (some centres not stated)	-19*	86	56	38	11	32	28	-5.0*	52
75	Cc1ncc([N+](=O)[O-])n1CC(O)CCl (configuration not stated)	97&104	98&103	100&82	110&103	104&108	108&103	110&109	115&112	97&108
